Screening data: PubChem, Sanford-Burnham Center for Chemical Genomics
A3A deaminase: human APOBEC3A DNA deaminase inhibition; recombinant A3A, FAM/TAMRA ssDNA deamination fluorescence; inhibition, % at 20 µM; hit rate 0.41% among 330,000;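 active means at least 40% inhibition at 20 µM here, with at most 30% in a related deaminase screen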;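 further: plate controls were A3A with DMSO for no effect and wells lacking A3A enzyme for full effect; some results filed as inactive read as strong as hits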
beta cell repl: induces beta-cell replication in MIN6 cells; proliferation, % at 10 µM; MIN6 cells proliferation, ATPlite luminescence, 48 h; cells starved in 0.2% serum; 100% = growth in 10% serum; hit rate 0.29% among 330,000; AID 2380;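 active means compounds whose signal lies at least 3.5 SD above the mean of all wells on their plate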;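 further: 0% = DMSO-treated cells in low-serum medium and 100% = 10% serum control; some compounds called inactive have numbers as strong as hits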
mIAP activ: mouse IAP activation | muIAP, CDP-Star luminescence, 30 min; stronger effect = higher value; 1 = vehicle-only enzyme signal, 0 = enzyme-free wells | activation factor at 10 µM | hit rate 0.24% among 330,000 | AID 2805;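 active means activation factor of at least 2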; further: the source names both 10 and 20 µM as test concentration; values of inactives mirror those of a sister screen read the other way
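also added = chemiluminescent substrate CDP-Star | test system = mouse IAP enzyme | signal = chemiluminescence readout | compound = DMSO-dissolved test compounds | incubation = 30 min at room temperature | benchmarks = DMSO wells, no-enzyme wells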
tim10-1 inh: growth inhibitors of tim10-1 mutant yeast; S. cerevisiae tim10-1 ts strain growth, BacTiter-Glo, 24 h; inhibition, % at 20 µM; hit rate 2.2% among 330,000;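 active means inhibition of at least 40%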;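 further: mutant grown at 25 °C; 0% = DMSO wells with yeast and 100% = wells holding no yeast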
hIAP inh: blocks human intestinal alkaline phosphatase; hit rate 0.12% among 330,000; purified IAP, CDP-Star luminescence, 30 min; P09923; inhibition, % at 10 µM;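 active means inhibition reaching a set limit with compound at 10 µM in the primary screen, cut at about 35% in these data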;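 further: plate controls were DMSO wells with enzyme for no effect and no-enzyme buffer wells for full effect; values of inactives mirror those of a sister screen read the other way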
Target sequence (P09923 whole entry, looked up): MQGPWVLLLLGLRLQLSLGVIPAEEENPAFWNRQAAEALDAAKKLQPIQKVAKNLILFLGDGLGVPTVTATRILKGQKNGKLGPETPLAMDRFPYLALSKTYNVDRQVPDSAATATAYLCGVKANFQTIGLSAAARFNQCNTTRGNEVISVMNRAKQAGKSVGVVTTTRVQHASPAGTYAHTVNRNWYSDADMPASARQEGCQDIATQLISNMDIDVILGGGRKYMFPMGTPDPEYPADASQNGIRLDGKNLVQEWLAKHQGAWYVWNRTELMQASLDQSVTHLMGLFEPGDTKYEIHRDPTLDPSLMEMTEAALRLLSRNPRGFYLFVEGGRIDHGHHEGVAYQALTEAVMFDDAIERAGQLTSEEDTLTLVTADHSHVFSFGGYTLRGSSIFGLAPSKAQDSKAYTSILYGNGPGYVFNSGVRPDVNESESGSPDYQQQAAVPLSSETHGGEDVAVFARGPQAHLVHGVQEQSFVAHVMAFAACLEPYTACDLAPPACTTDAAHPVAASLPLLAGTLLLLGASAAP
NLRP3 yeast inh: blocks the NALP3 inflammasome reconstituted in yeast. Yeast reconstituted NLRP3/ASC/caspase-1, beta-gal luminescence, 24 h. inhibition, % at 10 µM. hit rate 0.39% among 330,000. AID 2825;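 active means inhibition of 50% or more; inactive means inhibition below 50%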;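 further: plate controls were induced DMSO wells for no effect and uninduced yeast grown without galactose for full effect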
APOBEC3G inh: APOBEC3G (human) deaminase inhibition | Q9HC16 | recombinant A3G, ssDNA deamination FAM/TAMRA fluorescence | inhibition, % at 20 µM | hit rate 0.28% among 330,000;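 active means inhibition of at least 40% at 20 µM, with no more than 30% in the related APOBEC3A deaminase screen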;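 further: plate controls were DMSO wells with A3G for no effect and wells lacking A3G enzyme for full effect; some compounds called inactive have numbers as strong as hits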
Target sequence (Q9HC16 whole entry, looked up): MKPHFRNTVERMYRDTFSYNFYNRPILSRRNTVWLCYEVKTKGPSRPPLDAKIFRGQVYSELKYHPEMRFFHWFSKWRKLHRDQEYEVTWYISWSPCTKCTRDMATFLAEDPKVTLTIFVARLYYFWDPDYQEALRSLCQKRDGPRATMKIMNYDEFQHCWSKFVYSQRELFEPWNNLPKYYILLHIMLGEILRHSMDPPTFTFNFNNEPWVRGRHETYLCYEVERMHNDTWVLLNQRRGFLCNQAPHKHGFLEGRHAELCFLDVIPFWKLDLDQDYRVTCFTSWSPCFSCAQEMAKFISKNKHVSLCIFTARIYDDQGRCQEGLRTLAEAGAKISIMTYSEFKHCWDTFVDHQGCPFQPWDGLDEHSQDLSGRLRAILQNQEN
TIM10 inh: TIM10 yeast growth inhibition | S. cerevisiae TIM10 strain growth, BacTiter-Glo luminescence, 24 h | inhibition, % at 10 µM | hit rate 1.4% among 330,000;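 active means inhibition of 40% or more at the single tested concentration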;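 further: wild-type TIM10 isogenic control strain grown at permissive 25 °C; 0% = DMSO yeast wells and 100% = minimal medium wells without yeast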
mIAP inh: blocks mouse intestinal alkaline phosphatase. purified mouse IAP, CDP-Star luminescence, 30 min. inhibition, % at 10 µM. hit rate 0.2% among 330,000. AID 2806;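 active means inhibition of at least 40% at 10 µM in the primary screen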;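 further: plate controls were DMSO with enzyme for no effect and no enzyme wells for full effect; values of inactives mirror those of a sister screen read the other way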
Numbers without * were called inactive.

SMILES,beta cell repl,NLRP3 yeast inh,mIAP activ,APOBEC3G inh,tim10-1 inh,TIM10 inh,A3A deaminase,mIAP inh,hIAP inh
CCOc1ccc(N=C(NC#N)SCC)cc1,-2.5,6.3,1,-0.2,22.6,7.6,-0.6,-0.3,7.9
COc1ccc(-n2cc(CNCCc3cnc[nH]3)c(-c3cccc(F)c3)n2)cc1,-5.1,16.1,1.02,-3.5,9.7,-5.7,2.3,-1.7,-36.6
Cc1nn(C(C)C(=O)NCCCN2CCCC2)c(=O)c2nn(-c3ccccc3)c(C)c12 (stereo not given),0.7,-2.7,1.05,0.4,-0.9,-5.5,-2.4,-5.0,12.3
Cc1nnc(SCc2nc3ccccc3nc2C)s1,-1.3,21.2,0.995,-3.8,-7.6,0.1,-3.4,0.5,21.7
CC(C)C1S/C(=N/N=C/c2cccs2)NC1=O (stereo not given),-1.6,0.2,1.1,-8.0,12.7,-8.4,-5.4,-10.0,1.1
CC(C)Cc1nc2oc3c(NCC4CCCO4)ncnc3c2c2c1CCC2 (stereo not given),-5.7,7.3,0.985,-9.0,45.1*,24.7,-5.7,1.5,-0.2
Cc1cc(=O)n2[nH]c(C(=O)O)nc2n1,-3.7,18.7,0.878,-5.2,0.8,-0.6,-12.0,12.2,-13.0
Cc1c(N=Cc2cc3c(cc2Cl)OCO3)c(=O)n(-c2ccccc2)n1C,3.4,8.9,1.09,-5.4,-7.9,10.6,-3.7,-8.9,-2.4
C=CCOC(=O)C1=C(C)NC(C)=C(C(=O)OCC=C)C1c1cccs1,-4.2,-2.6,1.01,-1.9,23.7,20.8,6.2,-1.5,-4.4
Cc1cccc(-c2ncc(S(=O)(=O)C(C)(C)C)c(N)n2)c1,-0.8,18.7,0.933,-0.8,-20.2,-3.5,0.8,6.7,-12.2
CCOC(=O)/C(=N/Nc1ccc(Cl)cc1)S(=O)(=O)c1ccccc1,-0.5,30.5,0.852,-3.4,19.9,-1.1,-2.3,14.8,-16.4
Cc1ccc(NC(=O)CSc2nc3ccc(Nc4nc(N5CCOCC5)nc(N5CCOCC5)n4)cc3s2)cc1,-5.9,11.6,0.991,-0.3,6.5,-1.3,0.9,0.9,8.6
O=C(NC1CCCCCCC1)C1c2ccccc2C(=O)N1Cc1cccs1 (stereo not given),3.9,2.6,1.27,1.7,15.3,19.7,0.5,-27.3,23.0
O=C(Cc1ccccc1)Nc1ccccc1Oc1ccccc1,0.0,5.5,0.896,-0.9,11.7,16.0,0.5,10.4,4.5
CCOC(=O)c1sc(NC(=O)CSc2n[nH]c(C)n2)nc1C,-2.3,2.4,0.845,-6.5,3.0,-9.6,-3.1,15.5,-12.8
CCCCCCCN(C(=O)CCl)c1cccc(C)c1,-5.7,9.8,0.94,-2.8,13.0,14.4,0.7,6.0,8.8
CC(=O)NCc1ccc(C(=O)CSc2nnc(C3CC3)n2C2CC2)cc1,2.8,2.1,1.01,-9.2,11.6,-4.2,-6.2,-0.8,4.8
CC1CC1C(=O)OCC(=O)NNC(=O)COc1ccc(Br)cc1 (stereo not given),2.2,7.0,1.01,2.8,-30.0,-19.6,6.2,-0.7,-41.7
Cc1cccc(C(C)C)c1NC(=O)COC(=O)CN1C(=O)C2CC=CCC2C1=O (stereo not given),-2.8,14.4,0.992,-7.2,-4.3,13.2,-1.3,0.8,2.6
CCC1(C)Cc2c(sc3nc4n(c(=O)c23)CCS4)CO1 (stereo not given),-0.5,21.0,1.16,8.9,-0.1,-20.0,4.7,-15.8,9.7
Cc1sc2nc(CN3CCOCC3)nc(NS(=O)(=O)c3cc(Cl)ccc3Cl)c2c1C,-0.2,37.2,0.968,-6.2,10.7,6.4,-2.8,3.2,12.9
CCOc1ccc(C(=O)N2CCN(c3ccccn3)CC2)cc1,-4.1,15.3,1.03,2.2,3.1,11.1,5.7,-2.7,-10.6
Cc1cc(C)c2c(=O)n(CC(=O)N3CCC(N4CCCCC4)CC3)sc2n1,-4.6,3.5,1.07,49.3*,12.2,-3.6,-7.4,-6.8,11.7
CCOc1ccc(C(C)NC(=O)Cc2ccccc2)cc1OCC (stereo not given),-0.6,-10.7,0.963,1.7,8.0,1.9,-0.2,3.7,-10.9
O=C(CN1C(=O)NC2(CCCc3ccccc32)C1=O)NCc1cccs1 (stereo not given),-2.6,7.5,1.1,-2.2,10.5,16.7,-2.7,-10.5,1.5
CCSC1=C(C#N)C(c2ccc3c(c2)OCO3)C2=C(CCCC2=O)N1 (stereo not given),-0.3,14.9,1,-8.3,6.0,6.7,-0.8,-0.4,-8.9
Cc1n[nH]c(=O)c2c(NC(=O)CSc3ccccc3Cl)oc(C)c12,1.6,6.3,0.974,-8.1,2.3,6.1,-3.5,2.6,6.4
COCCNc1nnc(SCC(=O)NNC(=O)c2ccc([N+](=O)[O-])cc2)s1,-0.7,16.3,0.876,-14.2,10.7,0.3,-3.3,12.4,6.4
CC(Sc1nc2ccccc2[nH]1)C(=O)O (stereo not given),-3.2,-5.2,0.888,-5.4,4.0,-15.1,-1.7,11.2,7.9
COC(=O)CN1C(=O)S/C(=C/c2cc(C)n(C)c2C)C1=O,-3.1,14.0,0.898,-4.2,20.4,20.7,-0.8,10.2,5.5
O=C(CN1CC(c2ccccc2)CC1=O)OCc1ccccc1F (stereo not given),-1.9,18.0,1.05,-6.6,22.9,33.8,-1.8,-4.9,-10.7
O=[N+]([O-])c1cc(/C=N\Nc2ccccn2)ccc1Cl,1.2,9.1,0.944,1.6,1.0,11.9,-3.1,5.6,-13.9
O=C1C2C3C=CC(C4CC34)C2C(=O)N1/N=C/c1ccc(-c2ccc(F)cc2[N+](=O)[O-])o1 (stereo not given),-3.6,15.5,0.942,-4.1,27.6,30.3,-1.9,5.8,14.9
Cc1ccc2nc(-c3ccncc3)cc(C(=O)Nc3ccc(OC(F)F)cc3)c2c1,-3.4,21.9,0.846,2.5,21.5,2.9,3.0,15.4,-5.3
COCCCNC(=O)CSc1nc2c(sc3ccccc32)c(=O)n1CCCC(=O)NCC1CCCO1 (stereo not given),2.1,10.0,0.862,-5.7,6.3,6.2,-2.1,13.8,4.4
Cc1ccc(NC(=O)C2COc3ccccc3O2)cc1S(=O)(=O)N1CCCCC1 (stereo not given),-3.5,1.7,1.46,-8.6,27.1,28.7,-5.4,-45.5,2.2
CSc1nc2ccc3nc(NC(=O)c4ccc(Cl)s4)sc3c2s1,5.2,-2.4,1.08,-6.4,-6.5,8.3,-2.7,-8.2,-17.4
CCOC(=O)C1CCCN(CC(=O)c2ccc(F)cc2)C1 (stereo not given),-1.3,12.2,1.02,-9.3,-5.1,11.4,-5.1,-2.3,-1.7
CCCOC(=O)c1ccc(NC(=O)C2C3CCC(C3)C2C(=O)O)cc1 (stereo not given),0.0,11.0,1.08,-8.2,17.0,-24.5,-1.3,-7.7,-0.9
Cc1cc(C(=O)NC2CCCC2)c2ccccc2n1,-4.5,12.1,1.03,-6.0,-7.1,-8.9,-0.3,-2.7,-6.7

Reprinted at random: four records from the list, in no set order.
SMILES,beta cell repl,NLRP3 yeast inh,mIAP activ,APOBEC3G inh,tim10-1 inh,TIM10 inh,A3A deaminase,mIAP inh,hIAP inh
CC(C)C1S/C(=N/N=C/c2cccs2)NC1=O (stereo not given),-1.6,0.2,1.1,-8.0,12.7,-8.4,-5.4,-10.0,1.1
O=[N+]([O-])c1cc(/C=N\Nc2ccccn2)ccc1Cl,1.2,9.1,0.944,1.6,1.0,11.9,-3.1,5.6,-13.9
O=C(CN1C(=O)NC2(CCCc3ccccc32)C1=O)NCc1cccs1 (stereo not given),-2.6,7.5,1.1,-2.2,10.5,16.7,-2.7,-10.5,1.5
CC(C)Cc1nc2oc3c(NCC4CCCO4)ncnc3c2c2c1CCC2 (stereo not given),-5.7,7.3,0.985,-9.0,45.1*,24.7,-5.7,1.5,-0.2

The listing continues:
SMILES,beta cell repl,NLRP3 yeast inh,mIAP activ,APOBEC3G inh,tim10-1 inh,TIM10 inh,A3A deaminase,mIAP inh,hIAP inh
c1coc(CN2CNc3nc4ccccc4n3C2)c1,0.2,10.2,1.07,-6.4,-9.2,-9.1,-0.5,-7.1,-8.0
CCOC(=O)C1=C(C)N(CC)C(=S)NC1c1ccccc1OC(F)F (stereo not given),1.9,6.6,0.832,-2.2,28.7,11.4,4.4,16.8,1.8
COc1ccc(N(CC(=O)N/N=C/c2cccnc2)S(=O)(=O)c2ccccc2)c(OC)c1,-1.1,3.7,0.977,-4.3,-8.9,3.1,-2.1,2.3,-5.0
CCOc1ccc(N=C2Sc3nc4ccc(C)cc4cc3CN2CCOC)cc1,-0.8,20.8,0.866,6.7,1.7,10.0,0.8,13.4,1.1
Cc1sc2nc(SCC(=O)Nc3ccc(S(N)(=O)=O)cc3)[nH]c(=O)c2c1C,-1.2,14.3,0.966,-6.9,3.3,9.1,-4.9,3.4,5.0
O=C(NCCc1ccccc1)C1CCC(CNS(=O)(=O)c2ccc(F)cc2)CC1 (stereo not given),-0.9,4.9,1,-7.2,21.8,4.6,-4.5,-0.3,-2.3
O=c1ccc2c(-c3ccccc3S(=O)(=O)O)c3ccc(O)c(O)c3oc-2c1O,-6.2,28.0,0.351,38.3,38.3,18.6,55.1,64.9*,7.8
O=C(O)CCC(=O)Nc1ccc(S(=O)(=O)N2CCCC2)cc1,7.9,-16.4,1.08,1.2,-3.1,-7.4,-0.3,-7.9,-13.8
CCOc1ccc(CNCc2ccc(C(=O)O)cc2)cc1OC,-2.6,-8.7,0.915,-5.7,7.0,6.2,-0.4,8.5,-5.6
CN(C(=O)COC(=O)c1ccccc1NC(=O)c1ccco1)C1CCS(=O)(=O)C1 (stereo not given),2.0,6.7,0.892,-5.4,4.7,-28.1,11.2,10.8,-1.6
CC1(C)CC(=O)C(C=NCCC2=CCCCC2)=C(O)C1,-1.6,22.2,0.997,-6.4,10.4,21.9,0.9,0.3,10.4
